Compound activity deposited in PubChem BioAssay by National Center for Advancing Translational Sciences (NCATS).
AmpC no deterg: AmpC beta-lactamase inhibition without detergent; P00811; 330,000 tested, 0.52% active; AmpC nitrocefin hydrolysis, absorbance 480 nm, 0.0001% Triton; AID 485341; Potency, µM (top dose mostly 57.1 µM), without a hit: top-dose activity change, negative = inhibition, actives largely listed as inhibitors;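 note: potency is the fitted concentration of half-maximal effect; plate controls were no compound for no effect and no enzyme for full effect; nearly all actives have a fitted effect of over 20% in size; some results filed as inactive show a strong effect at the top dose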
Target sequence (P00811 whole entry, looked up): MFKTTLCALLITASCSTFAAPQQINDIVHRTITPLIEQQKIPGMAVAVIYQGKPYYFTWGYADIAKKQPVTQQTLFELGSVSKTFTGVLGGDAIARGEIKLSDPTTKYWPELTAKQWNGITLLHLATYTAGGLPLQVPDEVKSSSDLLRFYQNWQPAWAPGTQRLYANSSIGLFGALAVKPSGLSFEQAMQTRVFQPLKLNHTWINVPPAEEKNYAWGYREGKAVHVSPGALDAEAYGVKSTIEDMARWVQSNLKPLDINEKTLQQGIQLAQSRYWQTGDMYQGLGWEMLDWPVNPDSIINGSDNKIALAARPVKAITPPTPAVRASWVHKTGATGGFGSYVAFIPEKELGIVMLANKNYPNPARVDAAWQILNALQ
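20 mM phosphate pH 7.0 + 0.01% (detergent screen) or 0.0001% Triton X-100; 5.3 nM AmpC reagent; cpd preinc 15 min RT; nitrocefin (800 uM stock) to start; A480 q20 s × 4 min; Activity was normalised to no-enzyme and no-compound control wells.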
Sm TGR block: blocks Schistosoma mansoni thioredoxin glutathione reductase; Q962Y6; purified TGR, DTNB reduction, TNB absorbance 405 nm; Potency, µM (series often up to 114 µM), for the others: at the top dose activity change, negative = inhibition, actives largely listed as inhibitors; 360,000 tested, 3% active; note: potency is the fitted concentration of half-maximal effect; nearly all actives have a fitted effect of over 60% in size
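TGR 20 nM + NADPH 100 uM (dispensed conc.), cpd preinc 15 min RT; start with NADPH (500 uM addition) then DTNB (15 mM addition). Kinetic TNB absorbance, 405 nm filter. Four-parameter Hill fit across titration.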
HCMV inh: inhibitors of human cytomegalovirus. HFF cells, HCMV-luciferase reporter, 72 h; hits give low values. activity change, negative = inhibition, % at 57.5 µM. 410,000 tested, 4.5% active. AID 1259415; in the data active = activity change below about -60%; inconclusive = no clear call, values can overlap the other calls; inactive = above about -39%
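Screen run at 2 compound doses on HFFs infected with reporter HCMV, MOI 1 PFU/cell. Luciferase activity from cell lysates at 72 h post infection gave inhibition relative to buffer-only and Salinomycin wells.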
HCV inh: HCV inhibition; 340,000 tested, 3.4% active; Huh7.5.1 HCVcc-Cre infection, luciferase reporter, 44 h; Potency, µM (titrated, usually from 41.8 µM), without a hit: top-dose activity change, negative = inhibition, hits mostly inhibitors; AID 651820; note: potency is the fitted concentration of half-maximal effect
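Infectious HCV cell culture screen: compound-treated cells (1,000/well, pre-plated 4 h) are infected with HCVcc-Cre at roughly 0.5 moi and grown 44 h. Infection is quantified by luciferase signal after 15 min substrate incubation at room temperature.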
AmpC inh detg: blocks E. coli AmpC beta-lactamase in detergent assay | P00811 | AmpC hydrolysis of nitrocefin, absorbance 480 nm, 0.01% Triton | Potency, µM (top dose mostly 114 µM), without a hit: at the highest dose activity change, negative = inhibition, hits mostly inhibitors | 370,000 tested, 0.041% active;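 note: potency is the fitted concentration of half-maximal effect; 0% = no-compound wells and -100% = no-enzyme wells; nearly all actives have a fitted effect of over 25% in size; some results filed as inactive show a strong effect at the top dose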
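20 mM phosphate pH 7.0 + 0.01% (detergent screen) or 0.0001% Triton X-100; 5.3 nM AmpC reagent; cpd preinc 15 min RT; nitrocefin (800 uM stock) to start; A480 q20 s × 4 min; Activity was normalised to no-enzyme and no-compound control wells.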
FBPA Giardia inh: blocks Giardia fructose-bisphosphate aldolase activity | A8B2U2 | purified Giardia FBPA | Potency, µM (titrated, usually from 59.6 µM), without a hit: at the top dose activity, negative = inhibition, usual class: inhibitors | 290,000 tested, 0.71% active | AID 2451; note: potency is the fitted concentration of half-maximal effect; nearly all actives have a fitted effect of over 55% in size
Target sequence (A8B2U2 whole entry, looked up): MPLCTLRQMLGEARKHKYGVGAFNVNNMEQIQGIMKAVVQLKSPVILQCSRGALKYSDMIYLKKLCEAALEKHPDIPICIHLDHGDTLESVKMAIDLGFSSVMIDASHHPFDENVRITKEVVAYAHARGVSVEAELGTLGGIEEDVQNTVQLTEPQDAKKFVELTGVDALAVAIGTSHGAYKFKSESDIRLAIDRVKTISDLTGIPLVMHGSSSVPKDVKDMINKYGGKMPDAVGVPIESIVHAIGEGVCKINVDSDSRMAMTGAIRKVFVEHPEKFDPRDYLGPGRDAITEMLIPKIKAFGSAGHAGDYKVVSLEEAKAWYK
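40 nM FBPA preincubated 10 min at RT with compound (up to 57.5 uM final), then substrate plus GAPDH/TPI/NAD/arsenate coupling and diaphorase/resazurin added. Fluorescence read after 20 min at RT, 525/598 nm.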
* hit, by the source's call; ? = inconclusive; nt = not tested or not shown; & = joins results of further samples; [ ] = dose if it differs, or a comment. Unless noted, calls come from the whole dose curve; as a rule, active = well fitted curve in the direction sought with a large enough effect; inconclusive = small, poorly fitted or top-dose-only effect, or another doubt; inactive = no such curve, though single readings can be large; an effect the other way counts as inactive or inconclusive. Unless noted, % is set by controls: 0 for no effect and ±100 for the full control effect.

SMILES	AmpC no deterg	Sm TGR block	HCMV inh	HCV inh	AmpC inh detg	FBPA Giardia inh
O=[N+]([O-])c1cccc(S(=O)(=O)Nc2ccc(S(=O)(=O)NCC3CCCO3)cc2)c1 (configuration not stated)	-22%	2%	30	4%	?	-1%
O=C(Nc1ccccc1)Nc1cccc(Cl)c1Cl	-35%	2%	104	?	-7%	-10%
Cc1cccc(-n2c(N)c(C(=O)NCCN3CCOCC3)c3nc4ccccc4nc32)c1	175%[activator]	9%[11.4 µM]	9	?	?	-18%
CCCCCCc1c(C)nc(-n2[nH]c(C)c(CCO)c2=O)[nH]c1=O	-17%	2%	-20	-21%	6%	8%
Cc1cc(C(=O)COC(=O)c2ccc([N+](=O)[O-])o2)c(C)n1CC1CCCO1 (configuration not stated)	7%	35µM*	-25	4%	2%	?
COc1ccc(C(=O)C2CCN(C(=O)Nc3ccccc3C)CC2)cc1	2%	-2%	0	-5%	0%	-7%
CC1CCCC(NC(=O)c2cccc(S(=O)(=O)N3CCCCC3)c2)C1C (configuration not stated)	-15%	48%[activator]	1	-9%	-9%	nt
CCNC(=O)CCn1nc(-c2ccc(Cl)cc2)c2ccccc2c1=O	55%	-14%	-39	-12%	-10%	1%
CCC(c1nnc(SCC(=O)Nc2ccc(Cl)cc2C(F)(F)F)n1C1CCCCC1)N(C)C (configuration not stated)	156%[activator]	0%	-36	1%	-6%	4%
CCC(C)NC(=O)c1cc(S(=O)(=O)N2CCCCC2)c[nH]1 (configuration not stated)	-21%	0%	-14	-6%	-14%	12%
CCN(CCCNC(=O)c1[nH]c(C)c(C(C)=O)c1C)c1ccccc1	-5%	-4%	-6	?	3%	-2%
Cc1[nH]nc(N2CCCCC2)c1[N+](=O)[O-]	nt	-29%	47	-9%	-9%	-1%
CNC(=O)c1ncnnc1N(C)C(=O)NCc1ccccc1	-13%	9%	-8	12%	?	-2%[12.9 µM]
CC1=C(OC(=O)c2ccccc2)C(C)(C)C(c2ccccc2)OC1=O (configuration not stated)	-21%	-19%	-4	16%	-5%	-4%
COc1ccc(-c2onc(C)c2C)cc1S(=O)(=O)NCC1CCN(Cc2cc(C)ccc2C)CC1	nt	-1%	?	nt	-7%	nt
CC(OC(=O)c1cccc(N2C(=O)c3ccccc3C2=O)c1)C(=O)Nc1ccc(N(C)C)cc1 (configuration not stated)	-57%	-2%	11	-18%	-1%	0%
Nn1c(SCc2nc3ccccc3[nH]2)nnc1-c1ccccc1	-4%	8%	-1	-2%	?	-2%
CC1Cc2ccccc2N1CC(=O)NC(=O)NC1CCCC1 (configuration not stated)	-10%	0%	-17	12%	2%	-4%
COc1ccc(NC(=O)C2(N(C(=O)Cn3nnnc3N)c3ccc(OC)cc3)CCCCC2)cc1	59%	3%	?	10%	-6%	0%
CC1=CC(C)(C)N(S(=O)(=O)c2ccc(C)cc2)c2ccccc21	-20%	1%	?	-1%&-10%	?	0%
COC(=O)[C@H]1[C@H]2C[C@@H]3c4[nH]c5cc(OC)ccc5c4CCN3C[C@H]2C[C@@H](OC(=O)/C=C/c2cc(OC)c(OC)c(OC)c2)[C@@H]1OC	178%[activator]	-26%	-29	?	4%	nt
CC1CCCN(C(=O)c2ccccc2OC2CCN(S(C)(=O)=O)CC2)C1 (configuration not stated)	18%	1%	1	20%	-8%	3%
COc1cccc(-c2cc(C(=O)Nc3ccc(Br)c(C)c3)[nH]n2)c1	nt	-10%	-5	nt	-6%	nt
COc1ccc(OC)c(CCNC(=O)c2sc3nc4n(c(=O)c3c2C)CCCC4)c1	nt	5%	-6	nt	1%	nt
Cn1nc(C(F)(F)F)c(-c2ccccc2)c1NC(=O)CSCC(=O)O	21%	7%	11	11%	1%	8%
Additional records
SMILES	AmpC no deterg	Sm TGR block	HCMV inh	HCV inh	AmpC inh detg	FBPA Giardia inh
COc1cc(O)c(C(CCN2CCCC(C)C2)c2ccc3c(c2)OCO3)c(OC)c1 (configuration not stated)	26%	-13%	-3	?	1%	?
Cc1ccc(S(=O)(=O)NNC(=O)CCC(=O)Nc2ccccc2)cc1	-5%	-26%	-31	0%	-11%	1%
O=C(Cc1ccc(F)cc1)NCc1nc2cccnc2n1Cc1ccc(F)cc1	nt	-1%	-23	nt	4%	nt
CC(c1ccccc1)N1C(=O)c2ccc(C(=O)Nc3ccc(Br)cc3C(=O)O)cc2C1=O (configuration not stated)	-31%	53%[activator]	nt	-11%	-4%	nt
O=C(COc1ccccc1F)Nc1ccc(S(=O)(=O)NCc2ccco2)cc1	-21%	-19%	-20	-8%	-16%	7%
COC(=O)C(C)Oc1ccc2c(c1)O/C(=C\c1cccc(Br)c1)C2=O (configuration not stated)	-6%	5%	30	0%	-10%	-1%
Cc1ccc(NC(=O)C2C3C=CC(O3)C2C(=O)O)cc1C (configuration not stated)	-10%	-31%	-34	23%	0%	-3%
CCCCc1c(C)[nH]c(=S)[nH]c1=O	-5%	-8%	-31	2%	-4%	-14%
CCOc1ccc(NC(=O)NCc2cccnc2)cc1	-13%	16%	41	9%	0%	-2%
O=C(/C=C/c1ccccc1)NC(=S)Nc1ccccc1O	-28%	13%	-24	-21%	-2%	-4%
Cc1ccc(NC(=O)N2CCCC2C(=O)Nc2c(C)cc(C)cc2C)cc1 (configuration not stated)	-6%	-5%	18	17%	7%	nt
O=C(NC1CCCCCC1)C1CCN(S(=O)(=O)c2ccccc2)CC1	-8%	1%	4	3%	-16%	6%
COc1ccc(S(=O)(=O)N(CC(=O)Nc2ccccc2C(=O)N2CCOCC2)c2ccc(F)cc2)cc1	95%[activator]	15%	-7	14%	1%	nt
O=C(NCCCN1CCCC1=O)Nc1ccc([N+](=O)[O-])cc1	-20%	8%	-12	8%	-1%	-2%
CCn1nc(C(=O)NNC(=O)c2ccccc2OCc2c(C)noc2C)c2ccccc2c1=O	57%	2%	-83*	?	-3%	nt
CNc1nc(SCC(=O)OC)nc(N2CCOCC2)n1	0%	0%	43	6%	-9%	-4%
Cc1cc(C)cc(NC(=O)CSc2oc(-c3cccs3)nc2S(=O)(=O)c2ccc(Br)cc2)c1	nt	-11%	8	nt	7%	nt
CCOC(=O)CNc1nc(Cl)nc(Nc2ccc(OC)cc2OC)n1	3%	2%	-7	-28%	-8%	-5%
O=c1oc(-c2cccs2)nc2sc3c(c12)CCC3	-4%	-30%	23	19%	?	2%
Cc1c(Cl)c(C(=O)NC2CCCC2)nn1C	-21%	-21%	-16	16%	?	-1%
O=C(/C=C/c1ccc(F)cc1)Nc1cc(S(=O)(=O)N2CCOCC2)ccc1N1CCCC1	-41%	-9%	-33	?	?	-1%
CCCc1nc(SC2CCCC2)c2c(=O)n(C)c(=O)n(C)c2n1	35µM*	4%	-1	?	?	10%
O=C(/C=C/c1ccncc1)c1ccc2c(c1)OCCO2	4%	45µM*	26	-4%	2%	0%
CC12CN3CC(C)(CN(C1)C3c1ccc3ccccc3c1O)C2=O (configuration not stated)	9%	-5%	-23	-1%	?	13µM*
COc1ccc(N2C(=O)N[C@@H](Cc3ccccc3)C2=O)cc1OC	-2%	14%	6	-2%	?	11%

Grouped by structure: the compounds so far with fluorine
SMILES	AmpC no deterg	Sm TGR block	HCMV inh	HCV inh	AmpC inh detg	FBPA Giardia inh
CCC(c1nnc(SCC(=O)Nc2ccc(Cl)cc2C(F)(F)F)n1C1CCCCC1)N(C)C (configuration not stated)	156%[activator]	0%	-36	1%	-6%	4%
Cn1nc(C(F)(F)F)c(-c2ccccc2)c1NC(=O)CSCC(=O)O	21%	7%	11	11%	1%	8%
O=C(Cc1ccc(F)cc1)NCc1nc2cccnc2n1Cc1ccc(F)cc1	nt	-1%	-23	nt	4%	nt
O=C(COc1ccccc1F)Nc1ccc(S(=O)(=O)NCc2ccco2)cc1	-21%	-19%	-20	-8%	-16%	7%
COc1ccc(S(=O)(=O)N(CC(=O)Nc2ccccc2C(=O)N2CCOCC2)c2ccc(F)cc2)cc1	95%[activator]	15%	-7	14%	1%	nt
O=C(/C=C/c1ccc(F)cc1)Nc1cc(S(=O)(=O)N2CCOCC2)ccc1N1CCCC1	-41%	-9%	-33	?	?	-1%

Next part
SMILES	AmpC no deterg	Sm TGR block	HCMV inh	HCV inh	AmpC inh detg	FBPA Giardia inh
COc1ccccc1NC(=O)COC(=O)C1CC1	-29%	-1%	-9	6%	-4%	-1%
COC(=O)c1ccc(COC(=O)c2ccc(-n3cnnn3)cc2)o1	2%	-32%	6	3%	?	-6%
CC(C)(C)OC(=O)CNC(=O)c1nc[nH]c1C(=O)N1CCN(C(=O)OC(C)(C)C)CC1	4%	-31%	-33	-1%	-10%	-6%
CCOC(=O)C1CCN(C(=O)c2cccc(NC(=O)C(CC)CC)c2)CC1	-4%	3%	7	-17%	?	3%
O=S(=O)(Nc1ccc2nc(-c3ccco3)[nH]c2c1)c1ccccc1	-22%	10µM*	17	?	4%	20µM*
S=C(c1ccc(Br)cc1)N1CCCC1	-15%	-2%	25	1%	7%	2%
COC(=O)c1ccc(CN2CCC(Oc3cccc(C(=O)N4CCOCC4)c3)CC2)cc1	-19%	-1%	-8	?	4%	nt
C=CCOc1ccc(/C=C2\SC(N)=NC2=O)cc1OC	0%	0%	116	-12%	5%	1%
CC(C)(O)c1[nH]c2cc(C(F)(F)F)ccc2c1C(C)(C)O	131%[activator]	-7%	62	-28%	?	24%
CC1N(C)c2cc(NC(=O)c3ccco3)c(P(=O)(Nc3ccc([N+](=O)[O-])cc3)N3CCOCC3)cc2C1(C)C (configuration not stated)	225%[activator]	0%	?	8.9µM*	1%	-22%
O=C(Nc1ccc(OC(F)F)cc1)c1cc[n+]([O-])cc1	-19%	2%	14	-9%	6%	10%

Shown as comma-separated lines: entries from further up
Molecule,AmpC no deterg,Sm TGR block,HCMV inh,HCV inh,AmpC inh detg,FBPA Giardia inh
CC(C)(O)c1[nH]c2cc(C(F)(F)F)ccc2c1C(C)(C)O,131%[activator],-7%,62,-28%,?,24%
O=S(=O)(Nc1ccc2nc(-c3ccco3)[nH]c2c1)c1ccccc1,-22%,10µM*,17,?,4%,20µM*
COC(=O)c1ccc(CN2CCC(Oc3cccc(C(=O)N4CCOCC4)c3)CC2)cc1,-19%,-1%,-8,?,4%,nt
